Bioassay records: PubChem BioAssay, several laboratories
NadD block: inhibitors of S. aureus NadD, primary screen, biochemical, colorimetric, uHTS. Nicotinate-nucleotide adenylyltransferase NadD (Staphylococcus aureus N315). purified NadD enzyme, colorimetric absorbance read-out. inhibition, % at 20 µM. 360,000 compounds, 0.78% hits. AID 602399, 2012; in the data active = inhibition above about 26%; note: some compounds past the cut are filed as inactive
Rpn11 block: Rpn11 (PSMD14) deubiquitinase inhibitors, primary screen, biochemical, fluorescence polarization, uHTS; 26S proteasome non-ATPase regulatory subunit 14 (Homo sapiens), O00487; human 26S proteasome, Ub4-pepOG fluorescence polarization; 20S core pre-blocked with epoxomicin; calls only at 20 µM; 360,000 compounds, 0.59% hits;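 active = inhibition at 20 µM, scaled to each plate's controls, above about 33%, limit read from the data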
LMPTP inh: LMPTP phosphatase inhibitors, primary screen, biochemical, fluorescence intensity, uHTS. recombinant LMPTP-A, OMFP fluorogenic substrate. inhibition, % at 20 µM. 360,000 compounds, 0.22% hits;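 active = compounds that cut the enzyme signal by at least half of the control window in the single-dose screen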;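 note: plate controls were DMSO wells with enzyme plus substrate for no effect and substrate without enzyme for full effect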
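Assay system: LMPTP-A, protein tyrosine phosphatase of low molecular weight / Medium: pH 6.0 Bis-Tris buffer with DTT and Triton X-100 / Schedule: 50 min enzyme reaction at room temperature, protected from light / Measured by: endpoint fluorescence intensity from OMFP dephosphorylation / Read-out basis: % inhibition relative to no-enzyme and uninhibited control wells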
STEP inh: STEP phosphatase inhibitors, primary screen, biochemical, fluorescence intensity, uHTS | Tyrosine-protein phosphatase non-receptor type 5 (Homo sapiens), P54829 | recombinant STEP, OMFP fluorogenic substrate | inhibition, % at 20 µM | 360,000 compounds, 0.25% hits;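 active = inhibition at 20 µM, scaled per plate between control wells, above about 37%, limit read from the data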;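 note: 0% = DMSO with enzyme and substrate and 100% = substrate only without enzyme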
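material = STEP tyrosine phosphatase | reagent = fluorogenic phosphatase substrate OMFP at 25 µM final | doses = single compound dose of 20 µM, 1% DMSO final | schedule = 20 min reaction, room temperature, in the dark | measured by = fluorescence, 480/540 nm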
CSN deneddyl inh: inhibitors of CSN-mediated cullin deneddylation, primary screen, biochemical, fluorescence polarization, uHTS; COP9 signalosome complex subunit 5 (Homo sapiens), Q92905; Purified CSN, SCF-Nedd8-OG deneddylation; inhibition, % at 12.5 µM; 360,000 compounds, 0.38% hits;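 active = pattern-corrected inhibition above about 35%, with an unprinted fluorescence ratio check between 0.5 and 1.5, limit read from the data, passing the limit was not always enough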;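 note: 0% = enzyme with substrate and 100% = substrate without enzyme; some results filed as inactive read as strong as hits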
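assay system = purified human Csn5 enzyme expressed in HEK293T cells | amount = 0.24 nM enzyme | buffer or medium = Tris/NaCl/DTT buffer, pH 7.5 | reagent = 10 nM SCFSkp2-Nedd8OG | compound = one concentration, 12.5 µM, 0.25% DMSO | times = 90 min reaction at room temperature | signal = FP | read-out basis = % inhibition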
SUMO1-SIM PPI: modulators of SUMO1 protein-protein interactions, primary screen, biochemical, uHTS. Small ubiquitin-related modifier 1 (Homo sapiens), P63165. inhibition, % at 20 µM. AID 602429, 2012. 360,000 compounds, 0.33% hits. SUMO1 binding to a labelled peptide, TR-FRET, 1 h; in the data active = inhibition above about 37%
Scp-1 inhibitor: Scp-1 phosphatase inhibitors, primary screen, biochemical, colorimetric, uHTS; Carboxy-terminal domain RNA polymerase II polypeptide A small phosphatase 1 (Homo …; inhibition, % at 20 µM; 340,000 compounds, 0.88% hits; Recombinant Scp1, phosphopeptide, malachite green phosphate absorbance;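 active = inhibition above about 50% at 20 µM, limit read from the data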;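 note: plate controls were DMSO wells with enzyme for no effect and wells lacking enzyme for full effect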
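assay system = SCP-1 phosphatase catalytic domain, residues 76-261 | buffer or medium = 50 mM Tris acetate pH 5.5, 0.005% Tween-20, 10 mM MgCl2 | incubation = enzyme reaction 45 min at room temperature, colour 5 min, stabilisation 30 min | signal = Phosphate-binding colour reagent, absorbance read at 630 nm | measure = % inhibition at 20 µM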
PABP1 MLLE inh: inhibitors of PABP1 MLLE–PAM2 peptide binding, primary screen, biochemical, fluorescence polarization, FITC-PAM2, GST-MLLE | 360,000 compounds, 0.36% hits | AID 588489, 2011 | inhibition, % at 20 µM | Polyadenylate-binding protein 1 (Homo sapiens), P11940; in the data active = inhibition above about 35%, passing the limit was not always enough;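 note: plate controls were DMSO wells with GST-MLLE for no effect and wells lacking GST-MLLE protein for full effect; some results filed as inactive read as strong as hits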
DNMT1 block: human DNMT1 methyltransferase inhibitors, primary screen, biochemical, molecular beacon, fluorescence, HinP1I cleavage, uHTS; 360,000 compounds, 0.83% hits; inhibition (reported as % activation of signal), % at 10 µM; DNA (cytosine-5)-methyltransferase 1 (Homo sapiens), P26358; in the data active = inhibition above about 50%
Target sequence (P26358 504-1616 limits assumed): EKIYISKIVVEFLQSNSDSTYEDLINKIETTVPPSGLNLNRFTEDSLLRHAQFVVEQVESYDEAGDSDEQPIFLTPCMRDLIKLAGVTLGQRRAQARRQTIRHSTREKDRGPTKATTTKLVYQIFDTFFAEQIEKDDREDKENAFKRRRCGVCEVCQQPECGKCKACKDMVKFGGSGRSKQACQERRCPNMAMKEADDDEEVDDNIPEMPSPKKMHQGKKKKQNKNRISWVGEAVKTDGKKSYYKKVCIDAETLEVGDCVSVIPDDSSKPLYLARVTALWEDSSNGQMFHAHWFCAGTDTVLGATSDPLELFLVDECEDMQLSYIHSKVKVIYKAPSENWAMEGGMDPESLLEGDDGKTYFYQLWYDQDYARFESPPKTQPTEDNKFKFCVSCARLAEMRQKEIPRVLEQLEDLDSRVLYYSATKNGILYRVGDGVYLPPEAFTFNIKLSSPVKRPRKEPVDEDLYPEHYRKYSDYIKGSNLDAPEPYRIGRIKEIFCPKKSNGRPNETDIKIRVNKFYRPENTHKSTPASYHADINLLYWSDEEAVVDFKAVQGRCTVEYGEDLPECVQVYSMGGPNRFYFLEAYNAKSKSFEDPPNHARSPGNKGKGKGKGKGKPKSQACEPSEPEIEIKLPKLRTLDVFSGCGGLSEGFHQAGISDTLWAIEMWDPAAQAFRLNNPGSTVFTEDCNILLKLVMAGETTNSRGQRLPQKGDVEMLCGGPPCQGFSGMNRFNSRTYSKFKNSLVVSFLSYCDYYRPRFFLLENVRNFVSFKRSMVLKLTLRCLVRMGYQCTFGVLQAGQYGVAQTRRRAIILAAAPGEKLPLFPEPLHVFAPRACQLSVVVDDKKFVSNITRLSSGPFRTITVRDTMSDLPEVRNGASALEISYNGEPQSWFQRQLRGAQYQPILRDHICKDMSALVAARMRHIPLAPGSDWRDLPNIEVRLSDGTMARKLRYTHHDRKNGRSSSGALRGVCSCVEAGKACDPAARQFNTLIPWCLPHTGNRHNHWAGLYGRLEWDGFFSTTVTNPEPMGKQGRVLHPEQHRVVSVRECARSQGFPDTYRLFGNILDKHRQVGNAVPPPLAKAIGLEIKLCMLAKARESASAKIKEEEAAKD
TbMetRS inhib: T. brucei MetRS inhibitors, primary screen, biochemical, luminescence; AID 624268, 2012; methionyl-tRNA synthetase (Trypanosoma brucei brucei); 360,000 compounds, 0.4% hits; inhibition, % at 11.9 µM; purified T. brucei MetRS, ATP depletion, Kinase-Glo luminescence;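 active = inhibition above a per-plate cutoff of the control wells' mean inhibition plus 3 SD, cut at about 5.5% in these data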;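 note: 0% = DMSO wells median and 100% = median of wells with control inhibitor compound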
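Measured by: Kinase-Glo luciferase luminescence reporting remaining unconsumed ATP. Material: purified T. brucei MetRS enzyme. Doses: 11.9 µM compound single dose, 0.9% DMSO. Medium: HEPES buffer containing pyrophosphatase, BSA, spermine, DTT. Times: 15 min preincubation, 2 h reaction, all 25 °C. Reagent: methionine, ATP and bulk E. coli tRNA.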
* = called active by the depositor; i = inactive; / = not tested or not shown.

NadD block,Rpn11 block,LMPTP inh,STEP inh,CSN deneddyl inh,SUMO1-SIM PPI,Scp-1 inhibitor,PABP1 MLLE inh,DNMT1 block,TbMetRS inhib,Molecule
-6,i,1.0,-3,2,5,-12,6,4,0.0,O=C(CN(C(=O)CCC(=O)Nc1ccccn1)c1ccc(F)cc1)NCc1ccco1
11,i,1.0,2,9,0,6,-7,-2,-0.9,CCc1cc2ccccc2nc1SCC(=O)Nc1cc(OC)c(OC)cc1C(=O)O
0,i,-0.1,-1,-21,1,-9,11,-2,-0.3,CCC(C)C(=O)Nc1cc(Cl)ccc1C(=O)O (stereo not drawn)
-7,i,0.2,4,-4,1,-14,-12,-2,0.9,COc1ccc(S(=O)(=O)Nc2cc(Cl)ccc2OC)cc1
5,i,-1.4,3,-3,0,-5,6,2,-0.2,CC(NS(=O)(=O)c1ccc(CCC(=O)N2CCN(C)CC2)cc1)c1ccccc1 (stereo not drawn)
-3,i,-1.1,4,-2,1,1,-5,6,-0.6,CCOC(=O)C1CCN(S(=O)(=O)c2ccc3c(c2)N(C(C)=O)CCO3)CC1
-2,i,0.5,-5,1,-3,-1,13,7,-0.3,C/C(=N\NC(=O)c1c(Cl)cnn1C)c1cccc(NC(=O)C(C)C)c1
-9,i,1.8,-1,-4,-1,-4,-1,11,-0.3,CCN(C(=O)COC(=O)c1ccccc1Nc1cccc(C)c1C)C1CCS(=O)(=O)C1 (stereo not drawn)
-7,i,1.2,1,2,1,-13,-15,0,-1.1,CN(C)C(=O)CSc1ncnc2scc(-c3ccccc3)c12
0,i,13,3,23,35,-4,-28,52*,-0.3,CCCN(CC1CC1)c1nc(N)c2c(N)nc(OC)cc2c1C#N

Records above marked active in DNMT1 block:
NadD block,Rpn11 block,LMPTP inh,STEP inh,CSN deneddyl inh,SUMO1-SIM PPI,Scp-1 inhibitor,PABP1 MLLE inh,DNMT1 block,TbMetRS inhib,Molecule
0,i,13,3,23,35,-4,-28,52*,-0.3,CCCN(CC1CC1)c1nc(N)c2c(N)nc(OC)cc2c1C#N

Carrying on:
NadD block,Rpn11 block,LMPTP inh,STEP inh,CSN deneddyl inh,SUMO1-SIM PPI,Scp-1 inhibitor,PABP1 MLLE inh,DNMT1 block,TbMetRS inhib,Molecule
11,i,3.1,2,1,-1,-19,-10,-3,-0.6,COc1ccc(OCCOc2ccc(N(C)S(=O)(=O)c3ccccc3)cc2)cc1
-1,i,-1.3,-1,1,-6,/,-13,-4,0.1,CC(=O)NC(C)(c1ccccc1)c1nc(-c2ccc(N(C)C)cc2)cs1 (stereo not drawn)
-2,i,3.1,-1,-2,-7,12,10,4,-0.7,COc1ccc(NS(=O)(=O)c2cc(NC(=O)[C@@H](NC(N)=O)C(C)C)ccc2C)cc1
-5,i,1.9,-1,-3,0,-6,-5,-4,0.2,O=C1CC(C(=O)N2CCN(c3ccccc3Cl)CC2)CN1Cc1ccccc1 (stereo not drawn)
-4,i,-4.4,-3,0,1,-5,0,2,-0.1,O=C(CC(c1ccccc1)c1cc(Br)ccc1O)NCCCN1CCOCC1 (stereo not drawn)
-5,i,1.3,3,-2,1,-13,-47,2,0.5,Cc1ccc(NC(=S)N(C)Cc2cn(C)c3ccccc23)cc1
-8,i,0.4,2,1,2,-10,-9,-1,-0.1,CC(=O)CCc1oc2ccc(NC(C)=O)cc2c1-c1ccc(C)o1
1,i,1.9,1,-2,-1,0,8,-16,0.5,COc1ccc(C(=O)C2CCCN(C(=O)CCC3=NNC(=O)CC3)C2)c(C)c1 (stereo not drawn)
-9,i,-0.6,-4,0,-8,-9,-34,0,-0.8,CCS(=O)(=O)c1nc(S(=O)(=O)c2ccc(Cl)cc2)c(N2CCOCC2)s1
4,i,4.3,0,5,-22,1,4,-2,0.5,O=C(NCc1cccnc1)c1ccc(-c2cc3ccccc3oc2=O)cc1
-2,i,0.0,-3,0,9,-3,12,3,-0.4,CCOC(=O)C1=C(C)N(c2ccccc2)C(=O)C1CC(=O)O (stereo not drawn)
6,i,-0.4,-2,0,7,11,-13,-4,-0.2,Nc1c(C(=O)CSc2nc(-c3ccccc3)cs2)c(=O)[nH]c(=O)n1C1CC1
7,i,1.4,-2,6,1,-14,6,-7,-1.0,COc1ccc(/C=N/NC(=O)c2nc(-c3ccccc3)n(-c3ccccc3)n2)cc1
-13,i,-1.6,5,2,0,-3,-138,3,1.2,Cc1ccc2[nH]c(=O)c(CN(CCCN(C)C)C(=S)NCCc3ccccc3)cc2c1
5,i,-0.3,-1,-3,-3,-5,0,0,-0.6,COc1ccc(-c2noc(CCCC(=O)N3CCOCC3)n2)cc1
3,i,-1.6,-1,2,-5,1,13,4,0.3,Cc1cc(C)nc(NC(=O)c2c(F)c(F)c(F)c(C(=O)Nc3cc(C)cc(C)n3)c2F)c1
-2,i,-0.1,-3,-3,2,-3,-14,2,-0.1,O=C(NCCc1ccccc1)C1CCN(C(=O)Nc2ccccc2)CC1
2,i,1.6,0,7,-1,-3,0,26,2.9,O=C(CCl)N=c1sccn1Cc1cccc2ccccc12
-2,i,-1.0,-4,1,6,6,4,4,-1.0,NS(=O)(=O)c1cc(C(=O)NCCc2ccccn2)ccc1Cl
1,i,0.3,-1,0,8,-4,0,-17,-0.1,COc1ccc(CNC(=O)COC(=O)CC2CC3CCC2C3)cc1OC (stereo not drawn)
11,i,6.2,3,6,-4,3,2,2,-0.1,O=c1c2ccccc2nc(COc2ccccc2)n1/N=C/c1ccc(O)c(O)c1
-4,i,-1.2,-1,10,-14,-5,-6,8,0.0,CCOc1ccc(NC(=O)C2CCCN(S(=O)(=O)c3cccc4nsnc34)C2)cc1 (stereo not drawn)
0,i,-0.9,2,-10,0,-4,-6,7,-0.8,Cc1ccc(Nc2nc3ccccc3c(=O)s2)cc1C
-6,i,-0.3,-1,1,1,3,8,-4,-0.6,CCC1=Nc2cc(C(=O)NCCN3CCOCC3)ccc2Sc2ccccc21
0,i,1.1,0,0,12,-4,3,1,-2.1,O=C(COC(=O)c1cccc2ccccc12)Nc1ncc(C(F)(F)F)cc1Cl
-3,i,-2.3,0,1,2,/,8,2,0.0,O=C(Nc1ccccc1)c1cc(C2CCCCN2C(=O)c2cccs2)on1 (stereo not drawn)
-4,i,-0.6,-3,2,2,-1,0,5,-1.1,O=C1C[C@@H]2CCN3C(=O)CCC[C@@H]([C@H]23)[C@@H]1Cc1ccccc1
0,i,-2.2,0,-14,2,2,-5,6,-0.4,COc1cccc(NC(=O)c2ccc(NC(=O)C(C)(C)C)cc2)c1
-6,i,1.7,1,-7,1,-9,-3,-5,-1.0,COc1ccc(NC(=O)c2cc(S(=O)(=O)N3CCc4ccccc43)cn2C)cc1
-1,i,-0.5,-6,-1,-3,-7,-6,8,-0.1,CCC(=O)Oc1ccc(C(=O)Nc2ccccc2C(=O)NCC(C)C)cc1
1,i,-0.3,1,4,-5,/,6,2,-0.3,CCCNC(=O)C1(C)CCN(Cc2noc(-c3ccccc3OC)n2)C1 (stereo not drawn)
-3,i,0.0,2,-3,6,-6,19,1,-0.2,COc1ccc(CNC(=O)c2cccc(S(=O)(=O)N3CCCCC3)c2)cc1OC
-1,i,1.5,2,3,-1,-2,26,3,-0.9,COc1ccc(-c2ccc(CCC(=O)O)o2)cc1
2,i,-0.4,2,4,1,-6,1,1,-0.1,Cc1[nH][nH]c(=O)c1C=NCc1cccs1
4,i,3.5,-1,7,1,/,14,-1,-0.7,O=C(OCc1cn([C@H]2C[C@H](c3ccccc3)N(CC3CCCCC3)C[C@@H]2O)nn1)c1ccccc1

In the list so far, eight have a Cl atom:
NadD block,Rpn11 block,LMPTP inh,STEP inh,CSN deneddyl inh,SUMO1-SIM PPI,Scp-1 inhibitor,PABP1 MLLE inh,DNMT1 block,TbMetRS inhib,Molecule
0,i,-0.1,-1,-21,1,-9,11,-2,-0.3,CCC(C)C(=O)Nc1cc(Cl)ccc1C(=O)O (stereo not drawn)
-7,i,0.2,4,-4,1,-14,-12,-2,0.9,COc1ccc(S(=O)(=O)Nc2cc(Cl)ccc2OC)cc1
-2,i,0.5,-5,1,-3,-1,13,7,-0.3,C/C(=N\NC(=O)c1c(Cl)cnn1C)c1cccc(NC(=O)C(C)C)c1
-5,i,1.9,-1,-3,0,-6,-5,-4,0.2,O=C1CC(C(=O)N2CCN(c3ccccc3Cl)CC2)CN1Cc1ccccc1 (stereo not drawn)
-9,i,-0.6,-4,0,-8,-9,-34,0,-0.8,CCS(=O)(=O)c1nc(S(=O)(=O)c2ccc(Cl)cc2)c(N2CCOCC2)s1
2,i,1.6,0,7,-1,-3,0,26,2.9,O=C(CCl)N=c1sccn1Cc1cccc2ccccc12
-2,i,-1.0,-4,1,6,6,4,4,-1.0,NS(=O)(=O)c1cc(C(=O)NCCc2ccccn2)ccc1Cl
0,i,1.1,0,0,12,-4,3,1,-2.1,O=C(COC(=O)c1cccc2ccccc12)Nc1ncc(C(F)(F)F)cc1Cl
